# Screening results deposited in PubChem by The Scripps Research Institute Molecular Screening Center.
# CHO parental Ca: ATP-evoked calcium signal inhibitors, parental CHO, primary screen, counter-screen for OX1R antagonist project, cell-based, fluorescence, Fluo-8 calcium dye; inhibition, % at 5.6 µM; 330,000 tested, 0.63% active; parental CHO-K1, ATP-induced calcium, Fluo-8 fluorescence;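 active = inhibition above that plate's mean sample inhibition plus 3 SD, cut at about 26% in these data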;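 note: 0% = ATP-challenged DMSO wells and 100% = DMSO wells without ATP; some compounds past the cut are filed as inactive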
#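 Measured by: calcium-sensitive Fluo-8 fluorescence / Test system: CHO parental line / Controls: ATP-challenged DMSO wells low, unchallenged DMSO wells high / Measure: % inhibition / Compound: single nominal dose of 5.6 µM per compound / Replicates: single well per compound, no replicates / Reagent: ATP as calcium-mobilizing challenge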
# CHO-K1 Ca ag: counter-screen for M1 agonists: effect in parental CHO-K1 cells | AID 602248, 2012 | 360,000 tested, 0.48% active | Fluo-8 calcium fluorescence; scaled to maximal ATP response, vehicle zero | activation, % at 3 µM; in the data active = activation above about 15%;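 note: untransfected CHO-K1 host cells lacking M1 receptor as counterscreen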
# OXTR potentiate: human OXTR potentiators, primary screen, fluorescence, CHO-OTR cells, Fluo-8 calcium | Fluo-8 calcium fluorescence, potentiator mode; 0% = oxytocin EC15, 100% = EC100 | 320,000 tested, 0.061% active | activation, % at 3 µM | Oxytocin receptor (Homo sapiens), P30559;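 active = activation above that plate's cutoff, the mean activation of tested compounds plus 3 SD, cut at about 6.6% in these data, passing the limit was not always enough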;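 note: 100% uses oxytocin at 75 nM as the full agonist control; some results filed as inactive read as strong as hits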
# Target sequence (P30559 whole entry, looked up): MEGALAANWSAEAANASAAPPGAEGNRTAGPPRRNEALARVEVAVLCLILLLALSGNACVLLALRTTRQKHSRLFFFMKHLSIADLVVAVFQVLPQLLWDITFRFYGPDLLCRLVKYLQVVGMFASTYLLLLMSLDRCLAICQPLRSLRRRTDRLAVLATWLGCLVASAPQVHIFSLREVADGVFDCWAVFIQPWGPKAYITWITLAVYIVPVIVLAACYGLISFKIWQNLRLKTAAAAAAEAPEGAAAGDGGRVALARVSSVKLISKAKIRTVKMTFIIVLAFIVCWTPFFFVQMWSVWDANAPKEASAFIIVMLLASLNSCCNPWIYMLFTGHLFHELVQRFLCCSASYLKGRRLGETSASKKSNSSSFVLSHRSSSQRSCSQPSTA
#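 Assay system: CHO cell line stably expressing human OTR. Reagent: EC15 oxytocin agonist. Dosing: single dose, 3.0 µM nominal final compound concentration. Timing: compound 6 min at room temperature before oxytocin, 100 s read. Signal: kinetic Fluo-8 calcium fluorescence. Controls: oxytocin EC15 low and EC100 high.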
# CHO-K1 Ca antag: counter-screen for M1 antagonists: effect in parental CHO-K1 cells; inhibition, % at 3 µM; AID 602250; ATP-induced calcium, Fluo-8 fluorescence; 360,000 tested, 0.6% active;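 active = inhibition above a per-plate cutoff, the plate's mean sample inhibition plus 3 SD, cut at about 24% in these data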;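 note: 0% = DMSO plus EC80 ATP and 100% = DMSO alone without ATP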
# TAAR1 ag: human TAAR1 agonists, primary screen, Fluo-8 calcium fluorescence, CHO RD-HGA16 cells | Trace amine-associated receptor 1 (Homo sapiens), Q96RJ0 | vehicle wells 0%, saturating PEA agonist 100% | activation, % at 3 µM | 360,000 tested, 0.99% active | AID 624467, 2012;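 active = activation above the mean activation of all test compounds in the run plus 3 SD, cut at about 38% in these data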
#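 Signal – calcium-sensitive Fluo-8 signal, excitation 470-495, emission 515-575 nm · System – RD-HGA16 (CHO) cells co-expressing Gα16 and hTAAR1 · Incubation – 17-24 h seeding, 75 min 37 °C dye, 30 min RT · Compound dosing – 3 µM single concentration · Repeats – no replicates (n 1)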
# CHRM1 agonist: human M1 muscarinic receptor agonists, primary screen, Fluo-8 calcium fluorescence, CHO-K1 cells, HTS; AID 588814, 2011; 360,000 tested, 0.33% active; Muscarinic acetylcholine receptor M1 (Homo sapiens), P11229; activation, % at 3 µM; CHO-K1 hM1, agonist mode; 0% DMSO, 100% acetylcholine EC100;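 active = activation above the run's mean compound activation plus 3 SD, cut at about 16% in these data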;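 note: peak over basal fluorescence ratio within a 140 s kinetic read after compound addition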
# Target sequence (P11229 whole entry, looked up): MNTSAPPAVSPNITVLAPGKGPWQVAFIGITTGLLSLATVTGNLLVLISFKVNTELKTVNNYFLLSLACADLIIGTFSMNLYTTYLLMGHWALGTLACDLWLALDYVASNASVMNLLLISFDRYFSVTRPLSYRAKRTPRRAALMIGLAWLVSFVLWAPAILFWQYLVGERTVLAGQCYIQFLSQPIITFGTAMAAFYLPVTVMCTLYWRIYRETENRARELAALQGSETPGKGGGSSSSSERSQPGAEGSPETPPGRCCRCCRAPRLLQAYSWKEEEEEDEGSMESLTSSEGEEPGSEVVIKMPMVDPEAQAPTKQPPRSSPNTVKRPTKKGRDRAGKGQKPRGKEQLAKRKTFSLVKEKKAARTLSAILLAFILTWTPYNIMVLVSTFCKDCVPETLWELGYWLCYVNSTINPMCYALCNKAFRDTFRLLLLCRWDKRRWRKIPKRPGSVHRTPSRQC
# V1R ag counter: agonists of human V1a receptor, primary screen, counter-screen for OXTR agonist project, fluorescence, CHO-V1R cells; Vasopressin V1a receptor (Homo sapiens), P37288; Fluo-8 calcium fluorescence, agonist mode; 0% DMSO, 100% 3 nM vasopressin; activation, % at 3 µM; 320,000 tested, 0.25% active; AID 2797, 2010;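 active = activation above the mean activation of all tested compounds plus 3 SD, per screening run, cut at about 20% in these data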;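 note: signal is peak over basal fluorescence ratio across a 100 second FLIPR read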
# TAAR1 antag: human TAAR1 antagonists, primary screen, Fluo-8 calcium fluorescence, CHO RD-HGA16 cells; Trace amine-associated receptor 1 (Homo sapiens), Q96RJ0; antagonist; inhibition, % at 3 µM; 360,000 tested, 1.5% active; AID 624466, 2012;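 active = inhibition above a per-plate cutoff, the mean inhibition of test compounds on that plate plus 3 SD, cut at about 49% in these data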;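 note: 0% = DMSO plus EC80 beta-PEA response and 100% = DMSO alone without agonist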
#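 Assay system: CHO-derived RD-HGA16 cells stably expressing human TAAR1 plus Gα16. Timing: 140 s kinetic read after compound, 140 s after agonist. Technique: kinetic Fluo-8 calcium fluorescence measurement. Measure: % inhibition of agonist calcium response.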
# M1 PAM parental: nonselective calcium activators in parental CHO-K1 cells, primary screen, counter-screen for M1 PAM project, cell-based, Fluo-8 calcium fluorescence, full deck, 1536-well; ATP EC20; 0% at ATP EC20, 100% at ATP max; activation, % at 3 µM; 360,000 tested, 0.02% active;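 active = activation above the run cutoff, the mean activation of all test compounds plus 3 SD, cut at about 40% in these data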;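 note: peak over basal fluorescence ratio in a 140 s read after ATP addition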
# * hit, by the source's call; x = no result given; & = joins results of further samples.
SMILES,CHO parental Ca,CHO-K1 Ca ag,OXTR potentiate,CHO-K1 Ca antag,TAAR1 ag,CHRM1 agonist,V1R ag counter,TAAR1 antag,M1 PAM parental
CC(C)NC(=O)C1CC=CCC1C(=O)O (configuration not stated),3,0.0,-4,-4,0,-3,0.5,13,8
COc1cccc(OC)c1OCCCN1CCC(Cc2ccccc2)CC1,-17,5.5,-17,13,8,-5,6.6,0,-17
CC(C)(C)n1cnc2cc(NC(=O)c3ccc(Cl)cc3)ccc21,4,1.1,8,-9,5,-4,0.3,14,10
COC(=O)CCSc1cc([N+](=O)[O-])cc2c1c(C1OCCS1)nn2-c1ccccc1 (configuration not stated),7,-0.1,-13,5,2,-2,0.3,24,-5
CSc1cccc(CNC(=O)C2CCC(=O)N(CCc3ccccc3)C2)c1 (configuration not stated),x,0.8,x,-12,0,-4,x,1,-9
COC(=O)c1ccc(OCC(O)CN(CC(C)C)CC(C)C)cc1 (configuration not stated),-28,0.4,-1,-4,0,-5,-0.9,-2,11
O=S(=O)(Nc1ncccn1)c1ccc(NC(=S)Nc2ccccc2)cc1,-2,0.1,-13,6,1,3,-0.3,-5,5
CCC(=O)Nc1nc2ccccc2n1CCN(CC)CC,-1,0.0,-3,-3,5,-7,0.7,9,-2
CC(/C=C/C=C/c1ccccc1)=N/NC(=O)CNc1ccc(C)cc1,-12,0.8,-6,-13,-2,9,0.0,9,-10
Cc1ccc(Cl)cc1NC(=O)C[n+]1ccc(Cc2ccc([N+](=O)[O-])cc2)cc1,-9,11,-4,-24,17,-3,-0.2,-2,31
CCn1c(C)nc2cc(C(=O)NNC(=O)CCC3CCCCC3)ccc21,-8,0.2,-4,1,x,0,0.2,x,6
Cc1ccc(C=C(C#N)C(=O)c2ccccc2)cc1,x,-0.1,x,13,2,-3,x,-10,-4
CC(C)c1ccc(-n2nnnc2SCC(=O)NC2CC2)cc1,-10,9.1,-6,4,9,-2,2.2,4,-8
CCc1ccccc1NC(=O)CN(C)S(=O)(=O)c1ccc2c(c1)c(=O)n(C)c(=O)n2C,-10,1.1,-4,-13,3,-1,-0.5,6,23
CCCC(C)c1nc(C(N)=O)c2[nH]c(=O)n(-c3ccc(OC)c(OC)c3)c2n1 (configuration not stated),-6,-0.3,-11,-4,0,3,-0.9,-20,23
CCC(=O)N1CCCC(C)(C(=O)NS(=O)(=O)c2cccs2)C1 (configuration not stated),x,0.4,x,3,1,-1,x,-1,-1
CCCCOCCCNC(=O)COc1ccccc1,-8,-0.1,2,-21,4,-1,-0.4,-21,15
CS(=O)(=O)N1CCN(c2ccc(C(=O)NC34CC5CC(CC(C5)C3)C4)cc2[N+](=O)[O-])CC1,-12,0.0,-1,-6,0,-6,0.1,-4,11
CCc1cc2c(=O)oc(-c3ccccc3F)nc2s1,-14,0.9,0,-2,14,-3,-1.3,9,15
CCOc1ccccc1C1C(C(=O)OC)=CN(C)C=C1C(=O)OC,-20,0.2,-3,5,3,-6,0.0,-2,14
CCOC(=O)C1CCN(CC(O)COc2ccc(C(=O)CC)cc2)CC1 (configuration not stated),-10,0.3,-11,-7,20,-7,0.2,-28,19
COC(C(=O)NNS(=O)(=O)c1ccccc1[N+](=O)[O-])c1ccccc1 (configuration not stated),x,0.9,x,-3,3,-1,x,-19,13
CCN(CC)C(=O)CSc1nnc([C@H](CCSC)NC(=O)OC(C)(C)C)o1,-33,0.1,-20,-11,8,-2,-1.1,13,0
NC(=O)CNC(=O)C1CCN(S(=O)(=O)c2ccc(-n3cnnn3)cc2)CC1,-1,-0.1,-4,-1,0,2,1.1,-14,11
Cc1nc(/N=C(\N)NC(=O)NC2CCCCC2)nc2ccccc12,-5,9.9,-17,3,0,-2,2.4,3,-4
CCOc1ccc(Br)cc1CNCCN1CCOCC1,-4,-0.2,-4,-2,2,-7,-0.1,-13,18
COc1ccc(NC(=O)CN(Cc2ccccc2)S(C)(=O)=O)c(OC)c1,-13,0.9,-3,-4,5,-2,0.1,4,-8
Cc1cc(C(=O)N2CCN(c3ccccc3)CC2)c(C)o1,-10,0.2,2,0,19,-2,0.0,-3,10
O=C(O)CSCc1nc2cccnc2n1C1CCCCC1,-18,-1.2,-2,-9,-1,3,-0.1,2,2
O=C(c1cc(F)c(F)c(F)c1F)N1CCN(Cc2ccc3c(c2)OCO3)CC1,-18,0.5,-3,-7,-2,-6,1.1,-17,-3
Cc1cc(C)n(C(=O)COc2ccc([N+](=O)[O-])cc2)n1,-3,0.2,-12,9,28,-6,0.1,-9,-5
Cc1cccc(N(Cc2ccccc2)C(=O)c2ccc(C)c(S(=O)(=O)N3CCOCC3)c2)c1,-33,1.6,-5,-11,3,-4,-0.1,20,-10
CN(C(=O)c1cccc(NC(=O)Cc2ccc(NC(=O)C3CCCN(C(=O)C4CCCCC4)C3)cc2)c1)C1CCCCC1 (configuration not stated),x,0.2,x,-7,2,-4,x,16,12
C=CCNCCCCOc1ccccc1,9,0.4,-2,6,2,-8,0.7,3,-8
COc1ccccc1/C=C/CN1CCCC(CO)(Cc2cccc(Cl)c2)C1 (configuration not stated),34*,3.2,-9,12,3,0,7.9,-12,-16
Brc1ccc(-c2cn3ccccc3n2)cc1,-19,-0.8,-4,-12,-1,-5,-1.8,-25,-7

# An excerpt from above in order of the OXTR potentiate value, falling.
canonical_smiles | OXTR potentiate | CHRM1 agonist | TAAR1 antag
Brc1ccc(-c2cn3ccccc3n2)cc1 | -4 | -5 | -25
Cc1cccc(N(Cc2ccccc2)C(=O)c2ccc(C)c(S(=O)(=O)N3CCOCC3)c2)c1 | -5 | -4 | 20
Cc1nc(/N=C(\N)NC(=O)NC2CCCCC2)nc2ccccc12 | -17 | -2 | 3

# More structures follow.
SMILES,CHO parental Ca,CHO-K1 Ca ag,OXTR potentiate,CHO-K1 Ca antag,TAAR1 ag,CHRM1 agonist,V1R ag counter,TAAR1 antag,M1 PAM parental
C=CCn1c(NCc2ccc3c(c2)OCO3)nc2ccccc21,-21,0.3,-4,8,6,-4,1.0,-2,-10
Cc1cc2cc3c(cc2nc1SCC(=O)OC(C)C)OCCO3,-19,-0.3,-12,-9,18,-4,0.4,-14,21
Cc1ccc(NS(=O)(=O)c2c(C)ccc3nsnc23)c([N+](=O)[O-])c1,-12,0.9,-14,15,2,-3,3.0,-14,-17
CS(=O)(=O)N1CCN(Cc2ccccc2C(F)(F)F)CC1,-6,-0.3,-7,-6,16,-3,0.4,13,-8
CCN1CCN(Cc2ccc(NC(=O)c3cc(NC(=O)N4CCNC4=O)cc(OC)c3)cc2C(F)(F)F)CC1,-13,1.6&2.5,-9,-6&-18,5&11,-7&-7,0.1,32&22,4&6
Nc1nnn(-c2ccccc2)c1-c1ccccc1,-8,-0.1,2,10,2,1,0.2,-25,-21
CSc1ncc(CN2CCC(C(=O)Nc3cccc(-c4cscn4)c3)CC2)cn1,-17,0.8,-7,-6,-1,-4,0.7,-10,11
COc1ccc(-c2nn(-c3ccccc3C)cc2CNC(C)Cn2cncn2)cc1F (configuration not stated),-22,3.7,3,-18,4,-7,0.2,-27,15
CCC1C/C(=C/c2cccs2)C(=O)/C(=C/c2cccs2)C1 (configuration not stated),-30,1.7,-7,-5,-1,-3,1.7,-35,12
COc1cccc(N2C(=O)Nc3ccc(Br)cc3C2(O)C(=O)NCCCOC(C)C)c1 (configuration not stated),-12,2.1,0,-4,3,-4,-0.1,0,9
O=S(=O)(c1cnc[nH]1)N1CCN(c2ccc(Cl)cc2)CC1,6,0.1,-5,14,3,0,0.2,-21,-11
CC(=O)Nc1ccc(NC(=O)c2c(C)nn(-c3ccccc3)c2Cl)cc1C,0,5.0,-7,-16,6,-2,-0.6,8,15
O=C(COC(=O)CCc1ccc(S(=O)(=O)N2CCOCC2)cc1)NC1CCCCCC1,9,4.8,-7,6,5,-3,5.0,-4,-3
O=C(Cc1cccs1)Nc1ccc(S(=O)(=O)Nc2ncccn2)cc1,10,0.2,-6,-11,10,-3,1.2,2,16
COc1ccc(-c2nnc3ccc(SCC(=O)N4CCCCCC4)nn23)cc1OC,-21,0.1,-5,5,0,-4,0.5,2,12
COc1ccc(NC(=O)COc2ccc(N(C)S(=O)(=O)c3ccc(Cl)cc3)cc2)cc1,-4,6.0,-5,-5,1,-4,2.3,36,5
COCCSc1ccccc1C(=O)NCC1CCCO1 (configuration not stated),-4,0.0,-4,-3,2,-2,0.6,1,12
CCC(C)[C@H](NC(=O)Nc1ccc(Oc2ccccc2)cc1)C(=O)O (some centres not stated),-11,0.7,5,-2,7,-5,0.3,-2,14
COc1cc(-c2cc(-c3ccccc3)nc(SCC(=O)Nc3nccs3)c2C#N)cc(OC)c1OC,-24,0.7,-10,5,4,-1,-0.4,16,3
CC(C)(C)[C@H]1C=C(C(=O)NCc2ccccc2)O[C@@H](OCCCCO)C1,-13,0.1,0,-16,7,-8,-0.3,10,16
CC1(C)CC(=O)C(C=NCCN2CCN(C(=O)NC34CC5CC(CC(C5)C3)C4)CC2)=C(O)C1,x,0.5,x,-24,1,-4,x,-7,17
CS(=O)(=O)c1ccc(-c2nnc(NC(=O)c3ccco3)o2)cc1,5,1.3,-10,-3,0,-3,-0.9,-8,3
Cn1c(=O)oc2cc(S(=O)(=O)NCCN3CCN(c4ccccc4F)CC3)ccc21,-9,0.8,-5,-8,2,-6,1.7,-8,3
CCOC(=O)c1ccc(NC(=S)NC(=O)COc2ccccc2)cc1,-14,2.0,-3,0,-1,-7,0.9,6,14
COc1ccc(Cn2c(=O)[nH]c3cc(C(=O)NCCCN4CCCC4=O)ccc3c2=O)cc1,-13,0.6,0,-25,8,-3,1.0,12,8
O=C(COc1ccccc1)NNC(=O)c1cc2ccccc2o1,2,0.3,2,-12,5,-5,-0.2,-27,21
CCOc1ccc(C(=O)NCc2ccco2)cc1OC,x,0.0,x,-2,1,-2,x,-10,-2
